CDK5 p35 inh: inhibitors of human CDK5/p35 kinase; Q00535+Q15078; Recombinant CDK5/p35, ADP-Glo luminescence, 60 min; inhibition, % at 10 µM; 330,000 compounds, 0.01% hits; AID 488839;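 active = highest replicate inhibition of at least 50% and at least 75% of replicates reaching 50%; inconclusive = only one of the two criteria met; inactive = both criteria failed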;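 note: plate controls were DMSO neutral control for no effect and GW8510 at 10 µM for full effect; many of its hits are not listed in these tables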
Rtt109 HAT inh: C. albicans Rtt109 histone acetyltransferase inhibition. Q5AAJ8. purified Rtt109/Vps75, ThioGlo CoA-SH fluorescence, 4 h. inhibition, % at 34.9 µM. 330,000 compounds, 0.16% hits. AID 540336;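 active = inhibition of at least 50% in every replicate; inconclusive = best replicate reaches 50% inhibition but some replicates fall short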
SR-BI DiI-HDL act: SR-BI HDL lipid transfer activation; CHO ldlA[mSR-BI] cells, DiI-HDL uptake fluorescence, 3 h; 100 = double the neutral-control signal; activation, % at 12.5 µM; 320,000 compounds, 0.096% hits; AID 504775;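 active = mean replicate activation of at least 60% and every replicate at or above 60%; inconclusive = mean or all-replicate condition met, but not both; inactive = mean below 60% and not all replicates reaching 60%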;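 note: 0% = median plate neutral-control signal and 100% = twice that signal; values of inactives mirror those of a sister screen read the other way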
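Test system: SR-BI-overexpressing, LDLR-lacking CHO cells. Measured by: DiI fluorescence, bottom read. Medium: Ham's F12 with 0.5% BSA, HEPES 25 mM, pH 7.4. Timing: 3 h uptake period with compound, 37 °C.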
SR-BI DiI inh: mouse SR-BI HDL lipid transfer inhibition; ldlA[mSR-BI] CHO cells, DiI-HDL uptake fluorescence, 3 h; AID 488896; inhibition, % at 12.5 µM; 320,000 compounds, 0.96% hits;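 active = mean replicate inhibition of at least 70% and a set share of replicates each scoring 70 or more; inconclusive = meets just one of the two criteria; inactive = fails both criteria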;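 note: 0% = median of neutral control wells and 100% = median of positive control wells; values of inactives mirror those of a sister screen read the other way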
Target sequence (Q61009 whole entry, looked up): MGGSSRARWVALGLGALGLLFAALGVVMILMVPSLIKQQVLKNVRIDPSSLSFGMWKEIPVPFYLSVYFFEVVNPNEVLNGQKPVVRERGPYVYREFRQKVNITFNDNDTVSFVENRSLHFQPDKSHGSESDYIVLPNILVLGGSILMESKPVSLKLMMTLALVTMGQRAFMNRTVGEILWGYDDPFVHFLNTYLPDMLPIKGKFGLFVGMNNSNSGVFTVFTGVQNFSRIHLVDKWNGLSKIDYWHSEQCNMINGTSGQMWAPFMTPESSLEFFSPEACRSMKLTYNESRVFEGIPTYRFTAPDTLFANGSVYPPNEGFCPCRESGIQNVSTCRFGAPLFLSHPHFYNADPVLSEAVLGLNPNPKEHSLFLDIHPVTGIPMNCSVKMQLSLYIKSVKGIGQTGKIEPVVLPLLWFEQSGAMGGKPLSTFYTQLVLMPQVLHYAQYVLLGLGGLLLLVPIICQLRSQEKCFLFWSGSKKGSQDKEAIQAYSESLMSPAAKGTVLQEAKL
dFosB activator: activators of mouse delta FosB homodimer. purified delta FosB, TAMRA-CDK5 oligo fluorescence polarization; percent of positive-control signal above neutral wells. activation, % at 25 µM. P13346. 340,000 compounds, 0.99% hits;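 active = mean activation above about 17%, with every replicate also reaching it, limit read from the data, passing the limit was not always enough; inconclusive = only one of the two conditions met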;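 note: fluorescence polarization rise as delta FosB binds a TAMRA Cdk5 AP-1 oligo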
Target sequence (P13346 whole entry, looked up): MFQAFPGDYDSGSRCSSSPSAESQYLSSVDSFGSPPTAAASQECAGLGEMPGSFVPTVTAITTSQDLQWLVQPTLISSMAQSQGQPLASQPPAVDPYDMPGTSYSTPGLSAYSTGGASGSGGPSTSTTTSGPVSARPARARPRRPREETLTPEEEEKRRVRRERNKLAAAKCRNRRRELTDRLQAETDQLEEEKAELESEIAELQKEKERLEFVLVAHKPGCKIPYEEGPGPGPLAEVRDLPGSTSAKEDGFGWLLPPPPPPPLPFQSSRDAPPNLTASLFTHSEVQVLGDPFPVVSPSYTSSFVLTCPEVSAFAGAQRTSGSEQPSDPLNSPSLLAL
PvdQ inh: P. aeruginosa PvdQ acylase inhibition | purified PvdQ acylase, fluorescence plate reader | 340,000 compounds, 0.063% hits | inhibition, % at 10 µM | AID 488965; in the data active = inhibition above about 30%, passing the limit was not always enough; inconclusive = no clear call, values can overlap the other calls;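 note: 0% = vehicle neutral wells and 100% = reference inhibitor wells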
cardiac RTF act: cardiac RTF calcium sensitization. P19429+P45379. IANBD-labeled TnC RTF fluorescence at EC20 calcium; 0% EC20 calcium, 100% full calcium. activation, % at 7.2 µM. 340,000 compounds, 0.24% hits. AID 493008;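 active = activation above the mean over all tested compounds plus 3 SD, cut at about 30% in these data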;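 note: rise in fluorescence read as greater calcium sensitivity of cardiac thin filaments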
MITF TRPM1 HTS: MITF TRPM1 promoter activation in melanoma cells. activation, % at 12.5 µM. SK-MEL-5 TRPM1-promoter luciferase, 24 h; % of positive control, neutral wells = 0. 300,000 compounds, 0.75% hits. AID 588334;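 active = mean activation of at least 80% with every replicate also reaching 80%; inconclusive = mean reaches 80% but some replicate falls short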;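 note: 0% = neutral control wells and 100% = parthenolide positive control wells; values of inactives mirror those of a sister screen read the other way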
HTR5A ag ctr: counter-screen for OPRM1-OPRD1 agonists: human HTR5A agonism. P47898. HTR5A agonist assay, luminescence, cell-based. activation, % at 9.3 µM. 340,000 compounds, 0.61% hits. AID 504692; in the data active = activation mostly above about 9.5%, no sharp cut-off; inactive = mostly below about 7.6%;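 note: 0% = cells with vehicle only and 100% = reference agonist; strong numbers were not always called active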
Wnt bcat act: Wnt/beta-catenin pathway activation | Wnt/beta-catenin reporter cell assay, activator, plate reader | activation, % at 9.35 µM | 300,000 compounds, 1.2% hits | AID 743398; in the data active = activation above about 30%, passing the limit was not always enough; inconclusive = no clear call, values can overlap the other calls;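 note: 0% = neutral control wells and 100% = positive control wells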
Starred values were filed as active, the others as inactive; u = inconclusive; x = no result given. Compounds were not picked by outcome; about 4.4% have a hit in one of these screens.

SMILES	CDK5 p35 inh	Rtt109 HAT inh	SR-BI DiI-HDL act	SR-BI DiI inh	dFosB activator	PvdQ inh	cardiac RTF act	MITF TRPM1 HTS	HTR5A ag ctr	Wnt bcat act
N=c1c(-c2nc3ccccc3[nH]2)cc(C(=O)c2cccs2)nn1-c1ccccc1	1.3	-6	-62	62	0	-7	1	x	5	x
O=C(N/N=C/c1ccccc1)c1cc(=O)[nH]c2ccccc12	1.4	5	1	-1	13	6	6	1	-4	-5
CCN(CC(=O)Nc1ccccc1C(F)(F)F)C(=O)c1cc(S(=O)(=O)N2CCCCCC2)ccc1OC	0.5	9	0	0	-1	-11	1	-4	1	-1
CCC1(CC)NC(=S)NC1=S	0.1	2	5	-5	4	-11	-8	-4	-6	0
CN(C)CCCNC(=O)C(=O)NCC(c1cccs1)S(=O)(=O)c1ccc(F)cc1 (stereo not drawn)	1.9	0	21	-21	-16	-8	-2	-4	2	-1
NC(=O)CC(NC(=O)Cc1ccc(Br)cc1)c1ccc(NCc2ccccn2)c([N+](=O)[O-])c1 (stereo not drawn)	-0.6	12	5	-5	0	6	-7	1	0	-1
COC(=O)C1CCN(C(=O)COC(=O)c2oc3ccc(OC)cc3c2C)CC1	1.1	6	-7	7	-13	2	-2	2	2	0
CCn1nc(NC(=O)C(C)C)c2cc3ccc(C)cc3nc21	0.0	x	23	-23	3	-14	13	-12	-3	-2
CCCCn1c(=O)[nH]c(=O)c2c1nc(-c1ccc([N+](=O)[O-])cc1)n2CC	-0.4	4	-20	20	-11	-7	-6	-1	3	1
Cc1ccc(NC(=O)CN(C)C(=O)/C=C/c2cccc(F)c2)cc1	-7.2	-3	13	-13	3	-15	5	-9	-2	-1
CC(C)C[C@H](NC(=O)NCCc1ccc(Cl)cc1)C(=O)O	2.5	-2	10	-10	-1	-8	2	7	-1	x
COC(=O)c1ccccc1NC(=O)CSc1ccccc1	1.0	4	-7	7	-4	-3	-3	15	2	x
O=C(NCc1ccccc1)C1=C[C@H](C2CCCCC2)C[C@H](OCCCCO)O1	-0.7	-1	-12	12	-5	-13	-7	-4	12	-1
CCCCNC(=O)c1cn(C)c2ccc(S(=O)(=O)N3CC(C)CC(C)C3)cc2c1=O (stereo not drawn)	-0.2	4	10	-10	-4	9	-2	-15	3	x
Cc1nn(-c2ccc(F)cc2)c(Cl)c1/C=C/C(=O)OCC(=O)Nc1ccc(F)cc1F	1.8	1	9	-9	-13	-9	5	2	3	x
COc1ccc(C2=NOC(C(=O)Nc3cccnc3Cl)C2)cc1 (stereo not drawn)	-1.2	-5	7	-7	4	-10	1	1	0	3
Fc1ccc(-c2ncc3ccccn23)cc1	-8.3	-1	-7	7	5	-10	7	-9	2	11
COc1ccc(N2CCN(c3nc4ccccc4n3CC(=O)c3ccccc3)CC2)cc1	-2.4	-9	28	-28	4	-5	-1	x	4	-3
CCS(=O)(=O)c1nnnn1-c1ccccc1S(C)(=O)=O	-0.7	-6	27	-27	3	-4	-1	-47	3	-8
C=CC(=O)Nc1cccc(Nc2nc(N[C@H]3CC[C@H](N(C)C)CC3)nc3c2ncn3C(C)C)c1	83*	30	23	-23	22*	3	0	-90	-3	x
COC(=O)CN1C(=O)C(C)(C)Oc2ccc(C(=O)Nc3cccc(OC)c3)cc21	-1.2	1	x	x	-6	-1	-2	-3	10	-1
CCn1cnc2c1c(=O)n(CC(=O)O)c(=O)n2Cc1ccccc1	0.8	3	x	x	-4	1	-2	2	0	1
CCCCN(C(=O)COC(=O)c1ccccc1)c1c(N)n(CCC)c(=O)[nH]c1=O	2.9	0	6	-6	5	2	-4	-5	0	-2
Cc1cccc(C)c1OCC(O)CN (stereo not drawn)	-0.7	5	42	-42	1	2	6	13	-1	x
CC(C)(C)n1ncc2c(=O)n(CC(=O)NCc3ccco3)cnc21	-0.7	0	17	-17	-3	-6	7	u	-3	x
O=C(Cc1ccccc1)Nc1ncccn1	-0.6	-1	25	-25	-5	-7	0	-10	-3	0
Clc1ccc(Oc2ncnc3oc(-c4ccccc4)cc23)cc1	1.9	-8	11	-11	-10	9	-1	x	0	1
CCOc1cc(CNCCSc2nnnn2C)cc(Br)c1OCc1ccccc1	0.4	9	-27	27	6	-7	0	-12	8	-2
O=C(CCC1CCCN(c2ncccn2)C1)NCc1ccccc1F (stereo not drawn)	0.0	-11	5	-5	-2	-11	-2	-12	3	-1
Cc1cc(C)nc(N(C#N)Cc2cccc3ccccc23)n1	0.5	-3	-25	25	-14	0	-4	1	-5	-6
COC(=O)[C@H]1C[C@@H]1[C@H](NS(=O)(=O)c1ccccc1)c1ccccc1	-1.1	2	9	-9	-4	-7	2	-8	1	-3
Cn1nc(N2CCN(S(=O)(=O)c3ccccc3)CC2)c(=O)n(C)c1=O	-0.3	-2	-2	2	-1	-9	-2	3	3	-1
Cc1c(CCC(=O)NCC(=O)O)c(=O)oc2cc3occ(-c4ccccc4)c3cc12	3.7	-4	13	-13	-21	8	-12	-2	1	2
CCC(C(=O)n1cccc1C#N)c1ccccc1C (stereo not drawn)	-1.0	-13	10	-10	12	1	-6	-12	2	1
COC(=O)c1ccc(NC(=O)COc2ccc(S(=O)(=O)N3CCCCC3)cc2)cc1	-0.2	-3	-23	23	3	-4	-7	-5	0	x
CCN1CCc2c(sc(NC(=O)c3ccc(S(=O)(=O)N4CCCCCC4)cc3)c2C(=O)NC)C1	-0.5	-5	4	-4	-13	-10	1	-66	-2	1
CC(=O)Nc1ccc(N/C(=N\S(=O)(=O)c2ccccc2)c2ccccc2)cc1	-0.1	-10	2	-2	-7	-12	-6	0	-2	0
CCN(CC)S(=O)(=O)N1CCC(C(=O)NCc2ccco2)CC1	-1.6	-30	-6	6	-2	-20	7	11	-1	-1
Cc1ccc(C)c(N2N=C(C(=O)Nc3ccccc3N3CCCC3)CCC2=O)c1	-4.2	-2	-5	5	-19	-2	1	-1	3	0
NS(=O)(=O)c1cccc(NC(=O)CSc2nc3ccc(Cl)cc3[nH]2)c1	0.5	2	-28	28	-9	-21	-4	-4	2	0

Entries of single compounds, quoted from the list. Order of screens: CDK5 p35 inh	Rtt109 HAT inh	SR-BI DiI-HDL act	SR-BI DiI inh	dFosB activator	PvdQ inh	cardiac RTF act	MITF TRPM1 HTS	HTR5A ag ctr	Wnt bcat act
NS(=O)(=O)c1cccc(NC(=O)CSc2nc3ccc(Cl)cc3[nH]2)c1 across the screens: 0.5	2	-28	28	-9	-21	-4	-4	2	0
CCN1CCc2c(sc(NC(=O)c3ccc(S(=O)(=O)N4CCCCCC4)cc3)c2C(=O)NC)C1 across the screens: -0.5	-5	4	-4	-13	-10	1	-66	-2	1

Further structures follow.
SMILES	CDK5 p35 inh	Rtt109 HAT inh	SR-BI DiI-HDL act	SR-BI DiI inh	dFosB activator	PvdQ inh	cardiac RTF act	MITF TRPM1 HTS	HTR5A ag ctr	Wnt bcat act
CCc1ccc2[nH]c(=O)c(CN(Cc3ccccc3)Cc3nnnn3Cc3ccco3)cc2c1	-2.4	-4	-4	4	-15	-10	-2	10	8	x
Cc1cccc(-c2cccc(NC(=O)C3CCCN(C(=O)c4ocnc4C)C3)c2)c1 (stereo not drawn)	-0.1	-18	-66	66	-11	-11	1	-7	3	4
CCOC(=O)c1c(C)[nH]c(C)c1C(=O)CN1C(=O)NC2(CCC(C)CC2)C1=O (stereo not drawn)	0.3	5	7	-7	-10	13	0	-21	-1	x
CC(=O)c1ccc(-c2ccc([C@H]3[C@H]4C=CC[C@@H](C)[C@@H]4C(=O)N3Cc3ccccc3)c(F)c2)cc1	1.6	-13	-26	26	-5	-21	1	5	6	5
CCN(CC(=O)N1CCCCC1)S(=O)(=O)c1ccccc1	1.2	-3	10	-10	4	4	-2	-2	5	0
Cc1nc(NCc2ccco2)c2cn[nH]c2n1	1.2	-4	-5	5	-1	22	0	10	0	1
COc1ccc2cc(S(=O)(=O)N3CCCC(C)C3)ccc2c1 (stereo not drawn)	0.2	16	-8	8	-3	5	-1	3	3	-3
COc1ccc(OCC(O)CNS(=O)(=O)c2cccs2)cc1 (stereo not drawn)	1.1	-8	13	-13	-1	-14	3	-7	0	1
COc1cc(OC)cc(C(=O)NC(=S)N(Cc2ccccc2)C(C)C)c1	0.6	-2	2	-2	-6	-9	-2	x	-2	-3
CC1CCCCN1c1nnc(NC(=O)c2cc(-c3ccc(Br)cc3)on2)s1 (stereo not drawn)	-7.8	-4	-2	2	-12	-17	11	-5	15	1
O=C(CNCc1ccco1)Nc1cc(S(=O)(=O)N2CCOCC2)ccc1N1CCOCC1	0.5	-1	10	-10	2	-7	3	1	1	-3
COc1ccc(S(=O)(=O)N(CC(=O)N2CCCC2)Cc2ccccc2)cc1	0.9	-1	9	-9	-1	-15	8	-10	4	x
CCOC(=O)C1CCN(C(=O)CN(c2cc(Cl)ccc2OC)S(=O)(=O)c2ccccc2)CC1	1.2	11	15	-15	-3	-7	1	4	3	1
C=C(C)C(=O)N1CC2(CC(c3cccc(NC(=O)CC)c3)=NO2)C[C@H]1C(N)=O (stereo partly drawn)	0.8	-9	21	-21	2	-2	-2	2	0	x
O=C(NCCc1c[nH]c2ccccc12)/C(=C/c1cccnc1)NC(=O)c1ccccc1	0.1	-4	-3	3	-7	8	-4	-9	4	10
COC(=O)N/N=C\c1ccc(-c2cc(Cl)c(Cl)cc2Cl)o1	-0.2	3	8	-8	-6	2	-12	2	7	1
O=C(O)C1C2C=CC(C2)C1C(=O)Nc1ccc(Cl)c(Cl)c1 (stereo not drawn)	-0.7	-2	2	-2	-4	-13	3	-16	1	-1
CCOC(=O)CNC(=O)N1CCCC(C(=O)c2cc(C)c(OC)c(C)c2)C1 (stereo not drawn)	0.9	-4	-16	16	-6	4	4	-4	-5	0
CCC(=O)N1N=C(c2cccs2)CC1c1ccc(C)cc1 (stereo not drawn)	-0.3	-2	-18	18	-21	10	-1	11	-2	1
COc1ccc2oc(=O)c(-c3ccccc3C(=O)N3CCOCC3)cc2c1	0.1	-10	21	-21	-8	-11	2	-22	-1	-2
COc1cc2c(cc1OC)CN(CC(=O)Nc1ccc(C)cc1)CC2	-0.6	-6	-5	5	-5	-17	4	-8	2	-3
Cc1ccc(Nc2ccc(C(N)=O)cc2[N+](=O)[O-])cc1	0.0	11	15	-15	2	10	3	11	0	2
COc1cccc(OCC(O)CN2CCN(CCO)CC2)c1 (stereo not drawn)	0.5	0	28	-28	-3	11	0	x	1	1
CNC(=O)CSc1nnc(-c2ccco2)n1-c1cc(C)ccc1C	-1.1	-1	25	-25	1	-7	-2	x	3	3
Cc1cc(C)n(-c2ccc([N+](=O)[O-])cc2-c2nn[nH]n2)n1	-1.6	0	13	-13	-7	-4	17	-4	-4	-1
O=C(Nc1ccc(F)cc1)C1CCN(S(=O)(=O)c2ccc3[nH]c(=O)oc3c2)CC1	1.1	19	6	-6	-4	-12	-1	0	6	-3
COc1ccc(-c2nsc3c(N4CCCCC4)ncnc23)cc1	-1.9	-5	-24	24	-6	-22	8	x	0	-22
